From PubChem BioAssay
RAD54 inh – inhibitors of human RAD54 branch migration; 0.14% of 360,000 active; RAD54 Holliday junction branch migration, FAM/BHQ fluorescence; AID 602329; inhibition, % at 10.4 µM; Q92698;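 active means mean normalized replicate activity at least 40 and at least half of replicates scoring 40 or more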;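 further: 0% = median of neutral control wells and 100% = median of positive control wells; inhibitors cause a drop in the FAM fluorescence signal; in these data hits start at about 50%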
XiGFP reactiv – X-chromosome reactivation activator. XiGFP mouse fibroblasts, % GFP-positive cells imaging, 3 d; cells co-treated with 5-aza-dC sensitizer; scaled so ellipticine positive control = 100%. activation, % at 7.58 µM. 0.055% of 360,000 active. AID 743238;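 active means mean normalized replicate activation at least 10% and every replicate at or above 10%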;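 further: 0% = median of on-plate neutral control wells and 100% = ellipticine 6 µM median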
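assay system = SV40-immortalized XiGFP fibroblast cells, line 68-5-11 | buffer or medium = DMEM plus 5-aza-dC sensitizer | doses = single-point pinned compound dosing | times = 3-day compound exposure, then 15 min fixation at room temperature | benchmarks = positive control ellipticine, 6 µM final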
ERp5 inh – inhibitors of human ERp5. Q15084. ERp5 insulin aggregation, absorbance 650 nm, 90 min. inhibition, % at 9.99 µM. 0.05% of 350,000 active. AID 651711;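 active means mean replicate inhibition above about 25%, with every replicate also reaching it, limit read from the data, passing the limit was not always enough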
Target sequence (Q15084 whole entry, looked up): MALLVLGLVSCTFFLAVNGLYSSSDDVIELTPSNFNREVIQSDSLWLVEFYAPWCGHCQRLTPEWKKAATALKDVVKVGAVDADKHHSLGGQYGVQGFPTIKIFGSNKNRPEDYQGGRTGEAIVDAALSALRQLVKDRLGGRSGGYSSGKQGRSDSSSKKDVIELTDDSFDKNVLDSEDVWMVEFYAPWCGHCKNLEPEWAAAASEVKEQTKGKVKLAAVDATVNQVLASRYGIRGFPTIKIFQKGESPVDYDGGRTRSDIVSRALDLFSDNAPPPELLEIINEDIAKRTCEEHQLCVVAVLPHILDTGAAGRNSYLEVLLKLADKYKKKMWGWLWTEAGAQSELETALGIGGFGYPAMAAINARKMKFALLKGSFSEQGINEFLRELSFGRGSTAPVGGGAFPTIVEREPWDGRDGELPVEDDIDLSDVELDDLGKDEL
S100A4 MyoIIA – S100A4-myosin IIA interaction inhibition; P26447; S100A4/TAMRA-MyoIIA peptide fluorescence polarization; inhibition, % at 10.7 µM; 0.14% of 360,000 active; AID 652163;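 active means mean inhibition of at least 70% across replicates, with every replicate also reaching that level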
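Material: S100A4 monomer protein / Buffer or medium: 50 mM HEPES pH 7.2, 10 mM CaCl2, 100 mM KCl / Times: 5 min incubation before reading / Benchmarks: neutral control DMSO, positive control TFP / Reagent: labelled myosin peptide probe, 5 nM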
RAD52 anneal inh – RAD52 (human) annealing inhibition. P43351. recombinant RAD52 DNA annealing, FRET fluorescence. inhibition, % at 18.7 µM. 0.46% of 360,000 active. AID 651710;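 active means every replicate showing at least 50% inhibition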
E-selectin induc – induces E-selectin expression in human endothelial cells | P16581 | HUVEC E-selectin immunofluorescence imaging; normalized: neutral wells 0, TNF-alpha wells 100 | activation, % at 7.58 µM | 0.37% of 260,000 active | AID 686992;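 active means mean E-selectin-positive cell signal at least 10% of the positive control, reached in at least 60% of replicates, without over 20% cell loss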;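 further: in these data hits start at about 27%; measured in HUVEC primary endothelial cells; signal is the percent of cells scored E-selectin positive by PE staining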
Target sequence (P16581 whole entry, looked up): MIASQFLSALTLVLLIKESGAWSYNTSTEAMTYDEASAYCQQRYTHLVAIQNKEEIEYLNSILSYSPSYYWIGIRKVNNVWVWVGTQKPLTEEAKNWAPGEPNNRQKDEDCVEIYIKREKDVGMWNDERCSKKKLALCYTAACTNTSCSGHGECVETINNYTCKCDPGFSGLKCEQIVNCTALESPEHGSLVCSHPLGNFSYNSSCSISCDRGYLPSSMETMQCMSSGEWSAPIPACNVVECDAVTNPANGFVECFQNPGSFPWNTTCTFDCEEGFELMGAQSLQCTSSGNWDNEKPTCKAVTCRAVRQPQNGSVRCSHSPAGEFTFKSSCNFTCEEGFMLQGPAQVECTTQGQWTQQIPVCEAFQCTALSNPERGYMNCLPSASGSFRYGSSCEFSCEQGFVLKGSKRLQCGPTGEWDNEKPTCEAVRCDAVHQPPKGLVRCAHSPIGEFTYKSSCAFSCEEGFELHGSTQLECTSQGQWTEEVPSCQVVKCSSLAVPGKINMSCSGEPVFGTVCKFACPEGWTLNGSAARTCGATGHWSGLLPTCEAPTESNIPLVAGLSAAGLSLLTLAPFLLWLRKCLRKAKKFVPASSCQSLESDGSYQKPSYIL
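Assay system: HUVEC, human umbilical vein endothelial cells / Amount: 3,000 HUVEC/well / Controls: TNF-alpha positive control, DMSO neutral control / Compound dosing: single concentration / Medium: EGM-2 over gelatin coat / Evaluation: percent E-selectin-positive cells / Signal: immunofluorescence imaging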
esBAF inh – blocks esBAF chromatin remodeling in mouse ES cells. Bmi1-luciferase knock-in reporter, 24 h; 100% = twice the neutral-well signal. reporter increase, % at 12.5 µM. 2% of 350,000 active; in the data active means activation above about 40%;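 further: 0% = median of the plate's neutral control wells and 100% = double that signal; a rise in the Bmi1 reporter signal indicates esBAF inhibition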
An asterisk follows results filed as active; i = inactive; / = no result given. These rows are one share of the data (hit frequency here may not be typical).

Values run as follows: esBAF inh, RAD54 inh, E-selectin induc, S100A4 MyoIIA, RAD52 anneal inh, XiGFP reactiv, ERp5 inh
> C[C@@H]1CCCCO[C@@H](CN(C)C(=O)NC2CCCCC2)[C@H](C)CN([C@@H](C)CO)C(=O)c2cc(NS(C)(=O)=O)ccc2O1
  3, -6, /, /, /, 0.0, /
> CCN(CCO)C(=S)Nc1cc(C(=O)OC)ccc1C(=O)OC
  -5, -9, /, /, /, 0.1, /
> O=C(CNS(=O)(=O)c1ccccc1)N/N=C\c1ccc(Cl)cc1
  1, 4, /, /, /, 0.3, /
> COC(=O)c1cc(C(=O)Nc2nnc(CC(C)(C)C)s2)cc([N+](=O)[O-])c1
  -11, 3, /, /, /, 0.1, /
> COc1ccc(CCN2C(=O)CS/C2=N\NC(=O)c2ccc(C(C)(C)C)cc2)cc1OC
  2, 0, /, /, /, -0.2, /
> N/C(=N\OC(=O)C12CC3CC(CC(C3)C1)C2)c1ccccn1
  75*, 6, /, /, /, 0.0, /
> Cc1cc(Cl)ccc1NC(=S)N1CCN(Cc2ccccc2)CC1
  -8, 4, /, /, /, 0.2, /
> O=S(=O)(NCC(Nc1ccc(Cl)cc1)c1ccccc1)c1ccccc1 (centres undefined)
  -4, 2, /, /, /, 0.0, /
> COc1ccc(S(=O)(=O)Nc2ccccc2OC)cc1NC(=O)Cc1cccs1
  3, 9, /, /, /, 0.1, /
> CC(=O)Nc1ccccc1-c1nc2ccccc2nc1OCC(=O)c1ccc(Cl)cc1
  -7, 1, /, /, /, 0.0, /
> O=C(CSc1nc2ccc(NC(=O)C3CCCCC3)cc2s1)NCC1CCCO1 (centres undefined)
  20, -8, /, /, /, -0.1, /
> COc1ccc(S(=O)(=O)N2CCOCC2)cc1NC(=O)CO/N=C/c1ccccc1OC(F)F
  5, -4, /, /, /, -0.1, /
> C[C@@H]1CN([C@H](C)CO)C(=O)c2cc(NS(C)(=O)=O)ccc2O[C@@H](C)CCCCO[C@H]1CN(C)C(=O)NC1CCCCC1
  4, -4, /, /, /, 0.1, /
> Cc1ccc(C)c(N2CCN(C(=O)Cc3ccc(-n4c(=O)[nH]c5ccsc5c4=O)cc3)CC2)c1
  9, 0, /, /, /, 0.0, /
> O=C(N/N=C/c1coc2ccccc2c1=O)c1cn(-c2ccccc2)nc1-c1ccc(F)cc1
  -3, 1, /, /, /, 0.0, /
> Cc1cc2nc3c(=O)[nH]c(=O)nc-3n(C[C@H](O)[C@H](O)[C@H](O)CO)c2cc1C
  /, /, /, 25, i, /, -1
> Cc1ccc(-c2ccc(C3[C@@H]4CN(S(=O)(=O)c5cccc(C)c5)C[C@H]3N4)cc2)cc1 (some centres undefined)
  /, /, /, 11, 98*, /, -3
> O=C(c1ccccc1[N+](=O)[O-])N1CCc2ccccc2C1
  /, -1, 0.0, /, /, -0.2, /
> CCn1nc(C)c(/C=N/NC(=O)Cn2nc(C)cc2C)c1C
  /, 3, 0.0, /, /, 0.0, /
> C=CCn1c(COc2ccccc2F)nnc1SCCN1C(=O)c2ccccc2C1=O
  /, -4, 1.5, /, /, 0.2, /
> COc1ccc(CCN2C(=O)C(Oc3ccccc3)C2c2ccc3c(c2)OCO3)cc1 (centres undefined)
  /, 3, 2.6, /, /, 0.1, /
> CC(C)CNC(=O)NC(=O)COC(=O)c1cccc(NS(=O)(=O)c2ccc(F)c(F)c2)c1
  /, 2, 0.1, /, /, 0.0, /
> O=C(NCc1ccco1)c1ccc(N2CCCCC2)c([N+](=O)[O-])c1
  /, 1, -2.2, /, /, 0.1, /
> O=C(CSc1ccc2c(c1)OCCO2)NCCc1ccc(Cl)cc1Cl
  /, -18, -0.5, /, /, 0.2, /
> CN1CCc2c(sc3c2C(=O)NC(c2ccccc2)N3)C1 (centres undefined)
  /, -10, 0.6, /, /, -0.2, /
> CNC(=O)/C(C#N)=C\c1ccc(CNS(=O)(=O)c2ccccc2)o1
  /, -3, -0.1, /, /, 0.3, /
> Cc1c(C(=O)NC2CCCc3ccccc32)oc2ccc(S(=O)(=O)N3CCCCC3)cc12 (centres undefined)
  /, 1, -0.2, /, /, -0.1, /
> COCCOc1ccc(C(F)(F)F)cc1NC(=O)c1ccc(C)cc1
  /, 4, 0.7, /, /, 0.0, /
> COc1ccc(Nc2ccc(S(=O)(=O)N3CCCCC3)cc2[N+](=O)[O-])cc1
  /, -10, -0.4, /, /, -0.1, /
> COCCNc1nnc(SCC(=O)c2c[nH]c3ccccc23)s1
  /, 8, 0.0, /, /, 0.0, /
> CN(C)C(=O)c1cccc(-c2ccc([C@@H]3[C@H]4CN(C(=O)C5CCC5)CCCCN4[C@H]3CO)cc2)c1
  /, -4, -0.1, /, /, 0.1, /
> COc1cc(C2Nc3ccccc3C(=O)N2c2ccccc2)c(Br)cc1OCC(=O)O (centres undefined)
  /, 7, 0.1, /, /, 0.0, /
> Cc1cccc(NC2=C(NC(=O)c3ccccc3)C(=O)c3ccccc3C2=O)c1
  /, 7, -0.7, /, /, 0.9, /
> Cc1ccc(S(=O)(=O)NCC2CCCO2)cc1[N+](=O)[O-] (centres undefined)
  /, -1, 1.7, /, /, 0.0, /
> N/C(=N\OC(=O)CCCc1ccccc1)c1cccnc1
  /, 7, -0.1, /, /, -0.1, /
> O=C(NN=C1CCN(Cc2ccccc2)CC1)c1cccc(S(=O)(=O)Nc2ccccc2Cl)c1
  /, -15, -0.4, /, /, -0.3, /
> Cc1cccc(CCNC(=O)CN(C)S(=O)(=O)c2cnc[nH]2)c1
  /, -7, -0.3, /, /, 0.9, /
> COCCCNC(=O)c1ccc([N+](=O)[O-])c(Cl)c1
  /, 4, -0.1, /, /, -0.2, /
> S=c1[nH]nc(-c2cccnc2)n1/N=C/c1ccc(Br)s1
  /, 2, -0.6, /, /, -0.1, /
> C/C(=N/NC(=O)Cn1nc2ccccc2n1)c1ccc(F)cc1
  /, 1, 1.0, /, /, -0.1, /
> CCCN1Cc2cccc(C(=O)Nc3ccc(CN4CCCC4)cc3)c2C1=O
  /, 2, 2.1, /, /, -0.2, /
> C=CCn1c(SCc2ccc(C(=O)Nc3nccs3)cc2)nnc1-c1ccc(C)c(Cl)c1
  /, -6, -0.5, /, /, 0.2, /
> C/C=C/c1ccc([C@@H]2[C@@H](CO)N3CCCCN(S(=O)(=O)c4cccs4)C[C@H]23)cc1
  /, -3, 0.4, /, /, 0.2, /
> Clc1ccc(SCCOCCN2CCCCC2)cc1
  /, 11, 0.3, /, /, 0.1, /
> O=C(Nc1ccc(Cl)c(-c2nc3ccccc3[nH]2)c1)c1ccc2c(c1)OCO2
  /, -8, 0.7, /, /, 0.1, /
> O=C(CCC(=O)Nc1ccc(Cl)cc1Cl)NNC(=O)[C@@H]1CCCC[C@@H]1C(=O)O
  /, -6, -0.3, /, /, -0.2, /
> O=C(NN=C1CCCCCC1)c1c[nH]c2ccccc12
  /, 0, 2.1, /, /, -0.1, /
> CC(C)CCNC(=O)c1cc(-c2ccncc2)nc2ccc(S(=O)(=O)N3CCOCC3)cc12
  /, 20, 0.1, /, /, 0.6, /
> Clc1cc(Br)ccc1OCCCNCc1ccccc1
  /, 2, 1.6, /, /, 0.0, /
> Cc1ccc(NCC(=O)N/N=C/c2cccc(Oc3ccccc3)c2)cc1
  /, -5, -1.1, /, /, 0.0, /

Next compounds:
Values run as follows: esBAF inh, RAD54 inh, E-selectin induc, S100A4 MyoIIA, RAD52 anneal inh, XiGFP reactiv, ERp5 inh
> Cc1ccc(-c2nc(-c3cccnc3)sc2CC(=O)Nc2ccc3nc(C)sc3c2)cc1
  /, -4, 0.1, /, /, 0.4, /
> COc1cccc(NC(=O)CCSc2nnc3scc(-c4ccccc4)n23)c1
  /, -4, -0.7, /, /, -0.1, /
> CC(C)CC#Cc1ccc([C@H]2[C@@H](CO)N3CCCCN(C(=O)Nc4ccccc4)C[C@@H]23)cc1
  /, -4, 0.3, /, /, 0.0, /
> Cc1ccc(N/C=C/C(=O)c2ccccc2)cc1C
  /, -3, 0.3, /, /, 0.2, /
> NNc1nc(-c2ccccc2Cl)nc2sc3c(c12)CCCC3
  /, 1, 0.4, /, /, 0.3, /
> CC(C)n1c(O)c(N=NC(=O)Cn2ccc(C(F)(F)F)n2)c2ccccc21
  /, -1, 0.2, /, /, -0.1, /
> CCOC(=O)N/N=C/c1c(F)cccc1F
  /, 9, -0.4, /, /, 0.1, /
> Cc1ccccc1N1CC(O)(c2ccccc2)[N+]2=C1SCC2 (centres undefined)
  /, -6, -0.3, /, /, 0.0, /
> O=C(c1ccncc1)N1CCCCN2[C@H](CO)[C@H](c3ccc(-c4ccccc4)cc3)[C@@H]2C1
  /, -7, 0.4, /, /, 0.4, /
> Cc1ccc(Cl)c(NC(=O)COC(=O)c2ccccc2C(=O)c2ccc(Cl)c([N+](=O)[O-])c2)c1Cl
  /, -6, 0.0, /, /, 0.0, /
> COc1ccc(NS(=O)(=O)c2cccc(NC(=O)NC3CCCCC3)c2)cc1
  /, 4, 1.2, /, /, 0.0, /
> Cn1c(O)c(N=NC(=O)c2cccc(S(=O)(=O)N3CCCCC3)c2)c2ccccc21
  /, 4, -0.1, /, /, 0.1, /
> Cc1cc(C)c(NC(=O)COC(=O)CSc2ccc(Br)cc2C)c(C)c1
  /, 0, 0.2, /, /, 0.0, /
> Cc1cc(NC(=O)CCCN2C(=O)/C(=C\c3cccs3)SC2=S)no1
  /, 1, 0.9, /, /, 0.0, /
> COc1cc(/C=N/N=C2/C(=O)Nc3ccccc32)ccc1O
  /, 9, 0.7, /, /, 0.0, /
> O=[N+]([O-])c1ccc2nc(-c3ccccc3)cc(-c3ccccc3)c2c1
  /, 3, -0.1, /, /, 0.1, /
> NC(=NCCc1ccccc1)NS(=O)(=O)c1ccccc1
  /, -3, 0.2, /, /, 0.5, /
> COc1ccc(NC(=O)COC(=O)c2ccc(OCc3ccccc3Cl)c(OC)c2)c(OC)c1
  /, 1, -0.6, /, /, 0.0, /
> O=C(Nc1ccccc1)Nc1nnc(-c2cccs2)s1
  /, 1, -0.8, /, /, 0.8, /
> N/C(=N\OC(=O)N1CCOCC1)c1ccc(Cl)cc1
  /, -6, -0.4, /, /, -0.1, /
> Cc1ccc(S(=O)(=O)N(C(=O)c2ccncc2)c2ccc3oc4c(c3c2)CCCC4)cc1[N+](=O)[O-]
  /, -3, -0.7, /, /, 0.1, /
> Oc1c(CN2CCOCC2)cc(COCc2ccccc2)c2cccnc12
  /, -2, -0.8, /, /, 2.1, /
> CCCCCc1ccc(-c2ccc(/C=C/C(=O)O)cc2)nc1
  /, -9, 0.6, /, /, -0.1, /
> CC1=CC(C)(C)N(C(=O)CSc2nnc(N)s2)c2ccccc21
  /, 6, 0.0, /, /, -0.2, /
> COc1cc(OC)cc(N(C(=O)C2COc3ccccc3O2)C(C(=O)NC2CCCCC2)c2ccc(O)cc2)c1 (centres undefined)
  /, -12, -0.1, /, /, 0.1, /
> NC(=O)c1nn(-c2ccccc2)nc1NC(=O)CSc1nnnn1-c1ccc(Cl)cc1
  /, 1, -0.3, /, /, 0.0, /
> CCOC(=O)N/N=C/c1ccc(N2CCOCC2)s1
  /, -8, 0.1, /, /, 0.2, /
> CC(C)C(=O)NNS(=O)(=O)c1ccccc1[N+](=O)[O-]
  /, 2, 0.0, /, /, 0.0, /
> COCCNC(=O)c1cc(-c2ccccc2)nn1CC1CC(c2cccc([N+](=O)[O-])c2)=NO1 (centres undefined)
  /, -2, 0.0, /, /, 0.1, /

Looked up by structure from the entries so far (3):
Values run as follows: esBAF inh, RAD54 inh, E-selectin induc, S100A4 MyoIIA, RAD52 anneal inh, XiGFP reactiv, ERp5 inh
> O=C(NCc1ccco1)c1ccc(N2CCCCC2)c([N+](=O)[O-])c1
  /, 1, -2.2, /, /, 0.1, /
> CCN(CCO)C(=S)Nc1cc(C(=O)OC)ccc1C(=O)OC
  -5, -9, /, /, /, 0.1, /
> Cc1ccc(-c2ccc(C3[C@@H]4CN(S(=O)(=O)c5cccc(C)c5)C[C@H]3N4)cc2)cc1 (some centres undefined)
  /, /, /, 11, 98*, /, -3
